Bioassay records as filed in PubChem BioAssay.
PLK1 inh – inhibitors of human PLK1 kinase; P53350; recombinant PLK1 kinase, TR-FRET peptide phosphorylation; inhibition, % at 10 µM; 0.53% of 97,000 active; AID 619;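 active means inhibition of 50% or more in the single-concentration screen; inactive means inhibition below 50%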;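 further: 0% = DMSO max control and 100% = H-89 dihydrochloride min control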
Target sequence (P53350 whole entry, looked up): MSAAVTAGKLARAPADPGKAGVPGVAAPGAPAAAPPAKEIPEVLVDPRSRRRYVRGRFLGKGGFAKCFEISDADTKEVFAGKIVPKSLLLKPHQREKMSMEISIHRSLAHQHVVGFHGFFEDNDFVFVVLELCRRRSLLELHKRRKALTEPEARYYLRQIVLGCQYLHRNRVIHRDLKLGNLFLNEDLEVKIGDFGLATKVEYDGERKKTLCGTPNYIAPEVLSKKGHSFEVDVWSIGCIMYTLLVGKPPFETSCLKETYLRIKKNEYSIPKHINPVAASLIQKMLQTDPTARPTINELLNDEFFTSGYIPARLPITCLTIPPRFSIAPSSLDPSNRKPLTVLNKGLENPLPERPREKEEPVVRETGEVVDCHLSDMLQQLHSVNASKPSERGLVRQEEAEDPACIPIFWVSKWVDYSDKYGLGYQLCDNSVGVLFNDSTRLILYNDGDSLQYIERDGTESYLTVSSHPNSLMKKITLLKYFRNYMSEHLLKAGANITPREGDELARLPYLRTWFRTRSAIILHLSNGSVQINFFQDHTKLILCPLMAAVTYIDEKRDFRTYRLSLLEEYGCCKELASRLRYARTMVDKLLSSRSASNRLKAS
PLK1 PBD inh – Plk1 (human) PBD binding inhibition | 0.13% of 97,000 active | AID 693 | P53350 | inhibition, %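 (tested at about 20 µM)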 | Plk1 PBD phosphopeptide binding, fluorescence polarization; in the data active means inhibition above about 34%, passing the limit was not always enough
PTPN22 inh 2 – inhibitors of human LYP (PTPN22) phosphatase; Q9Y2R2; recombinant LYP catalytic domain, DiFMUP fluorescence; inhibition, % at 2 µM; 0.21% of 96,000 active; AID 640;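 active means inhibition at 2 µM at or above a set limit, the screen mean plus 3 SD, cut at about 24% in these data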;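 further: 0% = DMSO with enzyme and 100% = enzyme fully blocked by orthovanadate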
FAK blocker – inhibitors of human focal adhesion kinase | biochemical FAK kinase activity assay | 0.84% of 97,000 active | AID 727 | inhibition, %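 (tested at 7 µM)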 | Q05397; in the data active means inhibition above about 19%;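 further: 0% = DMSO and 100% = reference compound high control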
cytoskel mod – alters cytoskeleton assembly in HUVEC cells; HUVEC TNFa F-actin phalloidin imaging, high content; inhibition, % at 2 µM; 0.18% of 91,000 active;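 active means inhibition above the batch mean plus 3 SD and confirmed as a hit by visual image inspection, cut at about 30% in these data, passing the limit was not always enough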; further: strong numbers were not always called active
PTPN22 act – LYP (human) phosphatase activation; AID 697; 0.11% of 96,000 active; activation, % at 2 µM; Q9Y2R2; recombinant LYP, DiFMUP fluorescence; 0 = plate median, 100 = signal doubled;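 active means activation at 2 µM above a set limit, the mean plus 5 SD, cut at about 37% in these data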
Rev-RRE block – HIV Rev-RRE protein-RNA interaction inhibition. P05866. Rev peptide-RRE RNA binding, FRET. inhibition, % at 8 µM. 0.79% of 97,000 active. AID 704;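 active means inhibition above the screen-wide mean plus 3 SD, cut at about 35% in these data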;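 further: 0% = median DMSO wells and 100% = median Neomycin B control wells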
Target sequence (P05866 whole entry, looked up): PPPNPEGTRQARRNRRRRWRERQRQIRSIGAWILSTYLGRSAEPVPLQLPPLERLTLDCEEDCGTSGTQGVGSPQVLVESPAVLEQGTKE
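Assay system: Labelled RRE RNA duplex and labelled Rev peptide | Times: 5 min preincubation and 15 min binding, 25 °C | Detection: FRET, ex 480 nm, em 540 and 671 nm | Evaluation: % inhibition of FRET ratio versus controls | Benchmarks: DMSO wells as 0% and neomycin B wells as 100% inhibition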
EphB4 ephrin blk – blocks human EphB4 binding to ephrin-B2; P54760; EphB4 LBD / TNYL-RAW-Alexa532 peptide, fluorescence polarization; inhibition, % at 7 µM; 0.15% of 97,000 active;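 active means inhibition above the screen-wide mean inhibition plus 3 SD, cut at about 15% in these data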;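 further: 0% = DMSO wells and 100% = excess unlabeled TNYL-RAW peptide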
Pyk2 oligo antag – blocks oligomerization of human Pyk2 in cells | 0.83% of 99,000 active | Q14289 | Q293 cells, Pyk2 FERM NanoBiT luminescence; stronger effect = lower value | z-score (the deposit names both 25 µM and 10 µM);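 active means Z-score of -3 or lower, scaled per plate to the spread of control and sample wells; inactive means z-score above -3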;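 further: negative z-score means lost luminescence so less FERM oligomerization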
Active calls of the source: *; / = no result given.

PLK1 inh	PLK1 PBD inh	PTPN22 inh 2	FAK blocker	cytoskel mod	PTPN22 act	Rev-RRE block	EphB4 ephrin blk	Pyk2 oligo antag	smiles
4	-13	5	4	16	-2	2	8	0.65	Cn1c(-c2ccc3c(c2)OCO3)cnc1NCc1ccccc1
-13	29	-2	1	-5	5	2	0	-1.5	NS(=O)(=O)c1ccc(NCc2ccccc2OCc2ccccc2F)cc1
-8	18	-4	-1	15	4	6	2	0.69	CCCn1c(=N)n(CC(=O)OCC)c2ccccc21
-2	17	0	4	24	4	10	-6	0.3	CCN(CC)CCn1c(=N)n(CCO)c2ccccc21
-7	-8	-1	1	-4	-2	19	0	0.59	CCN1C(=O)c2cccc3c(NC(=O)c4ccc(S(=O)(=O)N5CCOCC5)cc4)ccc1c23
-12	-16	5	6	-18	-2	2	8	2	Cc1c(C(=O)Nc2ccc(Oc3ccccc3)cc2)sc2nc3n(c(=O)c12)CCC3
-5	12	6	6	-2	0	8	1	-2.6	CC(C)CNc1cc(N2CCCC2)ccc1[N+](=O)[O-]
-11	-17	9	-1	-5	-12	5	-2	-0.13	CCc1nnc(NC(=O)Cc2ccc(OCc3c(C)noc3C)cc2)s1
-3	11	-1	-1	9	5	-7	1	0.01	COc1cc(NC(=O)CCNC(=O)Cn2cnc3ccccc3c2=O)cc(OC)c1OC
-11	11	4	1	-19	-3	3	-6	-0.75	Cc1cc(C(F)(F)F)nc(SCC(=O)Nc2cc(C)on2)n1
-4	17	0	1	6	0	2	-9	0.13	O=C(NNC(=O)c1ccc(SCC2CCCO2)c([N+](=O)[O-])c1)c1ccc(Cl)c([N+](=O)[O-])c1 (stereo not given)
-5	-5	-6	0	2	6	6	9	-0.21	Cc1cc(C)nc(SCC(=O)Nc2ncc3c(n2)CC(C)(C)CC3=O)n1

The last 3 entries of the section before lead into the next:
PLK1 inh	PLK1 PBD inh	PTPN22 inh 2	FAK blocker	cytoskel mod	PTPN22 act	Rev-RRE block	EphB4 ephrin blk	Pyk2 oligo antag	smiles
-11	11	4	1	-19	-3	3	-6	-0.75	Cc1cc(C(F)(F)F)nc(SCC(=O)Nc2cc(C)on2)n1
-4	17	0	1	6	0	2	-9	0.13	O=C(NNC(=O)c1ccc(SCC2CCCO2)c([N+](=O)[O-])c1)c1ccc(Cl)c([N+](=O)[O-])c1 (stereo not given)
-5	-5	-6	0	2	6	6	9	-0.21	Cc1cc(C)nc(SCC(=O)Nc2ncc3c(n2)CC(C)(C)CC3=O)n1
-9	13	-2	0	12	-2	12	3	1.5	COCc1cc(C)c2c(N)c(C#N)sc2n1
-5	13	7	2	12	-4	4	3	-0.15	O=C(Nc1cccnc1)c1cccc(NC(=O)c2ccco2)c1
-9	4	-3	1	-7	0	9	1	1.8	COC(=O)c1ccccc1NC(=O)C1CCCN(S(=O)(=O)c2ccc(OC)cc2)C1 (stereo not given)
0	8	1	-2	/	4	0	-10	-0.02	CCc1cc(=O)oc2cc(OS(C)(=O)=O)ccc12
-11	-29	-6	7	-8	4	1	-8	-1	COc1ccc(OC)c(C(=O)CC2OC(=O)c3ccccc32)c1 (stereo not given)
5	11	-6	2	-22	4	3	-8	-0.45	N#CCCCCn1c(-c2cncs2)nc2ccccc21
0	14	2	4	2	-3	7	2	0.78	O=C(CCn1cnc2ccccc2c1=O)Nc1cccc(Cl)c1
3	-18	5	-1	1	-7	1	-7	/	Cc1cc(F)ccc1S(=O)(=O)Nc1c(C)n(C)n(-c2ccccc2)c1=O
-13	7	7	1	0	-3	6	5	-0.38	CC(C)(O)/C=C1/Oc2ccccc2C1N1CCCCC1 (stereo not given)
-5	-1	4	1	/	0	5	3	0.04	CCN(CCNC(=O)C1CCN(S(C)(=O)=O)CC1)c1ccccc1
-8	-11	1	2	1	-4	7	1	-1.5	O=C1CN(C(=O)c2ccco2)C(c2ccc(F)cc2)c2cc(Cl)ccc2N1 (stereo not given)
-12	-3	-6	9	-18	6	14	8	-1.4	CCCCOc1ccccc1NC(=O)c1ccco1

Reformatted in markdown: part of the list above.
| canonical_smiles | PLK1 inh | PLK1 PBD inh | PTPN22 inh 2 | FAK blocker | cytoskel mod | PTPN22 act | Rev-RRE block | EphB4 ephrin blk | Pyk2 oligo antag |
| --- | --- | --- | --- | --- | --- | --- | --- | --- | --- |
| N#CCCCCn1c(-c2cncs2)nc2ccccc21 | 5 | 11 | -6 | 2 | -22 | 4 | 3 | -8 | -0.45 |
| O=C(CCn1cnc2ccccc2c1=O)Nc1cccc(Cl)c1 | 0 | 14 | 2 | 4 | 2 | -3 | 7 | 2 | 0.78 |

(next part)
PLK1 inh	PLK1 PBD inh	PTPN22 inh 2	FAK blocker	cytoskel mod	PTPN22 act	Rev-RRE block	EphB4 ephrin blk	Pyk2 oligo antag	smiles
-5	-4	5	0	-3	-6	8	-1	-0.17	Cn1c(SCc2nc3ccccc3s2)nnc1-c1ccc2c(c1)OCO2
-4	1	-3	0	/	0	2	-2	0.63	COC(=O)c1sc2ccccc2c1C(=O)OC
-18	-22	10	-3	23	-13	16	4	-0.56	COc1ccccc1NC(=O)C1=C(C)NC(SCC(=O)c2ccccc2)=C(C#N)C1c1ccco1 (stereo not given)
-13	13	-14	0	-9	9	-1	-5	0.72	Cc1nn(Cc2c(Cl)cccc2Cl)c(C)c1NC(=O)c1sc2ccccc2c1Cl
-4	-6	7	-1	9	-10	1	1	1.8	CCN(CC(=O)N1CCN(C)CC1)S(=O)(=O)c1ccc(Cl)cc1
-6	23	-4	-2	-22	4	9	-5	-3.2*	CCOc1cc(NC(=O)C2CC2)c(OCC)cc1NC(=O)c1ccccn1
-1	-4	8	0	24	-9	9	6	-1.2	COc1ccc(Cl)cc1NC(=O)c1ccccc1C
-10	-13	-3	-1	13	4	5	1	-0.6	N#CCSc1nc2ccccc2c(=O)n1-c1ccccc1
-21	-4	2	5	0	-6	3	3	0.17	COc1ccc(Oc2nc3c(c(=O)n(C)c(=O)n3C)n2Cc2cccc(OC)c2)cc1
-14	-4	15	3	7	-14	3	2	1.2	CCN(CC)C(=O)CCNS(=O)(=O)c1ccc(C)cc1
-2	-13	2	1	-29	-4	3	3	/	CC(C)CCn1c(N2CCN(Cc3ccccc3)CC2)nc2c1c(=O)[nH]c(=O)n2C
-7	18	-1	10	0	4	2	0	-0.38	O=C(O/N=C1/CCSc2ccccc21)c1ccc(F)cc1
-2	-6	-4	-1	-10	2	9	-2	-2.2	Cc1onc(-c2ccccc2Cl)c1C(=O)OCN1C(=O)c2ccccc2C1=O
-13	-2	0	1	-8	3	6	-1	-0.86	CCCn1c(=S)[nH]c2cc(OC)c(OC)cc2c1=O
-1	2	4	1	-2	-5	-3	-5	0.91	CC(=O)Nc1ccc2nc(N)sc2c1
-16	11	-4	1	-15	7	9	-4	-0.08	Cc1ccc(SCc2ccc(C(=O)Nc3cccc([N+](=O)[O-])c3C)cc2)cc1
-15	-1	-1	0	-15	-4	5	-1	-1.4	O=C(Nc1sc2c(c1C(=O)NCc1ccco1)CCCC2)c1ccc2c(c1)OCO2
-6	3	-5	2	/	2	1	-1	1	O=c1nc2scc(-c3ccccc3)n2c2ccccc12
-7	-12	7	1	16	-6	9	2	-0.9	CC(=O)c1c(N2CCOCC2)nc(=S)n(-c2ccccc2)c1C
8	6	0	1	-2	-2	7	10	0.6	CC(NC(=O)CSc1nc2ccccc2c(=O)[nH]1)c1ccccc1 (stereo not given)
-5	-1	-8	0	-7	10	4	1	0.76	O=C(O)CC1(CC(=O)Nc2ccc3ccccc3c2)CCCCC1
-2	-29	5	-5	8	-6	10	-5	-0.59	O=C(O)CSCCC(=O)Nc1ccc(F)cc1
4	-20	12	3	13	-14	3	1	-0.44	CCOc1ccccc1N1CC(C(=O)Nc2ccccc2N2CCOCC2)CC1=O (stereo not given)
-9	-19	15	-1	9	-16	4	0	-0.37	OC(CN1CCN(c2ccccc2)CC1)c1c[nH]c2ccccc12 (stereo not given)
-6	-35	-2	3	9	6	5	1	-0.14	Cc1ccccc1N(C)C(=O)c1coc(=O)c2ccccc12
-13	-10	-22	1	-5	21	2	1	-2.2	CCOC(=O)C1=C(c2cccc(Oc3ccccc3)c2)NC(=S)NC1C (stereo not given)
-12	-7	-2	-2	-6	3	7	4	-0.04	COc1ccc(-c2nnnn2C)cc1S(=O)(=O)NCc1ccccc1
9	-11	5	1	21	-8	8	-13	-0.38	C=CCSC1=N/C(=C\c2ccsc2)C(=O)S1
-3	-3	-1	1	/	0	4	9	-1.9	COc1ccccc1N1CCN(C(=O)c2ccc(C(C)(C)C)cc2)CC1
-7	-11	-6	1	7	-1	1	1	0.22	Cc1ccc(C)c(-n2c(C)cc(/C=N/NC(=O)c3c(C)nc4cc(C)ccn34)c2C)c1
-6	-7	8	-1	32	-8	4	-3	-0.57	CCc1ccc(NC(=O)c2cc(C)on2)cc1
-12	-13	-8	1	10	8	0	-1	0.34	CN(Cc1ccccc1)C(=O)COc1cc(=O)n(C)c2ccccc12
-11	-4	-3	0	-5	4	7	4	0.56	O=C1Nc2ccccc2N(O)N1c1cc(-c2cccc(Cl)c2)no1
-4	7	3	2	-5	0	2	-13	-0.77	CCOC(=O)Nc1sc2nc(C)cc(C)c2c1-n1cccc1
4	6	-8	-4	7	7	2	4	0.86	O=C(CN1C(=O)COc2ccccc21)N1CCc2ccccc21
0	17	-1	10	-20	-1	9	2	0.65	O=C(CSc1ncn[nH]1)Nc1ccc(Br)cc1F
1	-3	-8	0	-10	8	2	-7	1.2	Cc1nnc2n1NC(c1ccc(Cl)cc1)C(C(=O)N(C)C1CCCCC1)S2 (stereo not given)
-2	16	11	7	/	-10	3	4	-0.13	Cc1cc(C(=O)OCC(=O)N2C(C)CCCC2C)c(C)o1 (stereo not given)
1	-5	6	1	3	0	1	-7	-1.4	Cc1sc(-c2ccccn2)nc1OC(=O)c1ccc(Cl)cc1
-11	-21	3	5	-4	-4	10	-1	/	Cc1cc(NC(=O)CSc2ccc3nnc(-c4ccccn4)n3n2)no1
-16	-2	-5	1	5	2	4	-7	1.5	Oc1[nH]c2ccccc2c1C=NCC1CCCO1 (stereo not given)
-9	18	8	4	6	-10	9	2	0.83	O=C(C1CCCCC1)N1CCCC(c2nc(-c3ccc(F)cc3)no2)C1 (stereo not given)
-13	14	2	2	3	0	4	0	0.3	COc1ccc2c(c1)SC(C)CC2=O (stereo not given)
-15	11	6	1	2	-6	7	9	0.43	CCC(N)C12CC3CC(CC(O)(C3)C1)C2 (stereo not given)
-11	8	-5	2	22	1	6	-2	-0.76	O=C1CC(c2ccc(Cl)cc2)n2nc(N3C(=O)CCC3=O)nc2N1 (stereo not given)
-12	28	-9	0	15	6	1	-4	-2.5	O=C(CN1C(=O)NC2(CCCCCC2)C1=O)c1ccc2c(c1)OCCO2
-16	-4	-7	-2	19	4	2	0	0.73	Cc1ccnc(N2CCCC(C(=O)Nc3cc(F)ccc3C)C2)n1 (stereo not given)
-3	-27	10	-1	16	-9	8	-1	-0.21	COc1ccc(OC)c(NC(=O)CSc2nnc(CNC(=O)COc3ccc(Cl)cc3)o2)c1
-13	-8	6	-1	-8	-5	-2	-3	0.68	CCOC(=O)c1c(C)[nH]c(C(=O)COC(=O)c2oc3ccccc3c2C)c1C
-12	-18	-4	3	-20	1	0	-7	-0.7	Cc1nnc(SCC(=O)Nc2sccc2C(N)=O)n1Cc1ccccc1
-11	-29	6	3	2	-2	9	4	1.1	CCn1c(SCc2ccc(C)cc2)nnc1-c1nn(-c2ccccc2)ccc1=O
-7	-5	3	1	/	-2	10	8	0.62	O=C(Cc1n[nH]c(=O)[nH]c1=O)N/N=C/c1cccc(O)c1
-4	10	4	1	-9	-4	4	-1	-0.16	CCC1Nc2ccccc2-c2nnc(SC)nc2O1 (stereo not given)
